S3 lipid droplet: qHTS Assay for Lipid Storage Modulators in Drosophila S3 Cells. Drosophila S3 cells, BODIPY lipid droplet fluorescence, 18-24 h; cells fed with added oleic acid. Potency in µM for hits, for the others lipid storage change, negative = inhibition, % at the top dose, mostly 46.1 µM. actives 0.64% (n = 320,000); active = well fitted inhibition curve with a large enough effect in the signal ratio, with a control signal flat, not every such curve was filed as active; inconclusive = small, poorly fitted or top-dose-only effect, or effect the other way, or a change in a side signal; the % refers to the signal ratio
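Laser-scanning cytometry quantifies lipid droplet accumulation (500–530 nm total intensity; droplet/cell object ratio) in oleic acid-fed (400 uM added) Drosophila S3 cells treated with a concentration series. 20 uM Triacsin C defined 100% inhibition.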
S3 lipid droplet cell count max: further read-out of S3 lipid droplet, marked with its call; cell number change, %; measured here: cell count max response;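 cells counted by Cell Tracker Red CMTPX staining in the red channel; peak over a dose series mostly up to 46.1 µM; percent activity relative to internal control wells on each plate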
* marks the source's active call; other numbers are inactive results; i = inactive; ? = inconclusive; . = no result given. % is set by controls: 0 for no effect and ±100 for the full control effect; potency is the fitted concentration of half-maximal effect. Some of the compounds tested; rates above refer to the full screens.

Under each structure: S3 lipid droplet | S3 lipid droplet cell count max
- O=C1CC(c2ccc(S(=O)(=O)NCc3ccccc3)cc2)CN1 (stereo not given)
→ ? | .
- CCCCn1nnnc1NCc1cccs1
→ ? | .
- Cc1ccc(NC(=O)C2CC(=O)N(Cc3ccccc3)C2)nc1 (stereo not given)
→ ? | .
- CC(C(=O)NCc1ccc(Cl)cc1)n1cccc1C(=O)c1ccccc1 (stereo not given)
→ -2.7% | -0.2
- CC(=O)N1CCc2cc3nc(C)cc(C)c3cc21
→ 25.4% | -7.9
- CCOC(=O)C1CCN(C(=O)CSc2ccc(Cl)cc2)CC1
→ -1.6% | 27.5
- O=C(Nc1ccc(S(=O)(=O)Nc2nccs2)cc1)c1cccc(S(=O)(=O)N2CCOCC2)c1
→ -9.6% | 1.7
- CC(C)c1ccc(NC(=O)C2CCCCC2C(=O)O)cc1 (stereo not given)
→ ? | .
- C=CCNc1nc(C(=O)OCC(=O)c2ccc(F)cc2)cs1
→ 19.9% | 21.9
- CC(C)N(C(=O)CSc1nnc(NC(=O)Cc2cccs2)s1)C(C)C
→ ? | .
- CCOC(=O)c1c(NC(=O)CSc2ncn[nH]2)sc(C(=O)N(C)C)c1C
→ ? | .
- O=C(OCC(=O)N1CCN(C(=O)c2ccco2)CC1)c1ccccc1NCCO
→ ? | .
- CCOC(=O)C1CCCN(S(=O)(=O)c2cc3c(cc2Cl)NC(=O)CO3)C1 (stereo not given)
→ ? | .
- O=C(NCCS(=O)(=O)N1CCN(c2ccccc2)CC1)c1cccc(F)c1
→ ? | .
- CN(C)CCNc1ncnc2ccccc12
→ ? | .
- CCCn1c(=N)c(S(=O)(=O)c2ccccc2)cc2c(=O)n3cccc(C)c3nc21
→ i | -8.6
- CCN(CC)CCN1C(=O)C(=O)/C(=C(/O)c2ccccc2)C1c1ccccc1F (stereo not given)
→ -13.8% | -3.1
- Cc1ccc(S(=O)(=O)N2CCOCC2)cc1NC(=O)COC(=O)c1cc(=O)c2ccccc2o1
→ ? | .
- CC(C)(CO)NCc1ccccc1OCC(=O)Nc1ccccc1
→ ? | .
- COc1ccc(C(=O)COc2ccc(F)cc2)c(O)c1C
→ -5.0% | 7.2
- CNC(=O)c1ccc(Nc2nnc(-c3ccc(C)c(S(N)(=O)=O)c3)c3ccccc23)cc1
→ ? | .
- COc1cc(NC(=O)c2cccnc2Sc2ccc(Cl)cc2)cc(OC)c1OC
→ ? | .
- COCCOn1c(SCCOC)nc2ccccc2c1=O
→ 8.7% | .
- O=C(CNC(=O)c1ccccc1Cl)Nc1ccc(F)cc1
→ 6.6% | 8.4
- NS(=O)(=O)c1ccc(NC(=O)c2ccc(F)cc2F)c(NC(=O)c2ccc(F)cc2F)c1
→ ? | .
- N#Cc1c(=O)c2nc(NCc3ccccc3)ncc2n2ccccc12
→ ? | .
- COc1ccc(C)cc1NC(=O)C1CC(=O)N(CCc2ccccc2)C1 (stereo not given)
→ -3.0% | 4.4
- CN(C)C(=O)CN(C)S(=O)(=O)c1ccc(Cl)cc1
→ ? | .
- C/C(=N\NC(=O)Cc1ccc(Cl)cc1)c1cccnc1
→ ? | .
- CCn1c(C)c(C(C)=O)c(N2CCCCC2)nc1=S
→ ? | .

The list continues:
Under each structure: S3 lipid droplet | S3 lipid droplet cell count max
- C[C@H](NC(=O)c1nc[nH]c1C(=O)NCc1ccc(CNC(=O)OC(C)(C)C)cc1)c1ccccc1
→ ? | .
- COc1ccccc1NC(=O)CC1COc2ccccc2O1 (stereo not given)
→ 8.9% | -2.6
- Cc1c(C(=O)N2CCOCC2)c(S(=O)(=O)Nc2cccc(C#N)c2)c(C)n1C
→ ? | .
- Cc1cc(C)c(S(=O)(=O)N2CCCC2CNC(=O)c2ccc3c(c2)OCO3)c(C)c1 (stereo not given)
→ 24.1% | -14.6
- CCN(CCO)C(=O)C12CCC(C)(C(=O)C1)C2(C)C (stereo not given)
→ ? | .
- COC(=O)[C@H](CCSC)NC(=O)Nc1cccc(C)c1C
→ ? | .
- CC(C)CN(C(=O)CC1CCCC1)c1c(N)n(Cc2ccccc2)c(=O)[nH]c1=O
→ ? | .
- NNC(=O)c1csc(COc2cc(Cl)cc(Cl)c2)n1
→ ? | .
- Cc1cccc(OCC(=O)NCC(=O)N/N=C/c2cccnc2)c1
→ 7.6% | 8.3
- CN(C)c1ccc(/C(=N\O)C(F)(F)F)cc1
→ ? | .
- Cc1ccc(S(=O)(=O)Nc2cc(C(=O)NCCN3CCCC3)ccc2N2CCCCC2)cc1
→ 18.1% | -19.3
- S=C(N/N=C/c1ccccc1Cl)Nc1cccc(Cl)c1Cl
→ -11.3% | -10.7
- COc1ccccc1N1CSC2=C(C#N)C(c3ccc(SC)cc3)CC(=O)N2C1 (stereo not given)
→ ? | .
- COc1cccc(OC)c1CN(C)C(=O)c1cnccc1C(F)(F)F
→ 5.5% | 5.4
- COC(=O)Sc1nc(N2CCOCC2)c2c(c1C#N)CC(C)(C)OC2
→ ? | .
- COc1ccc(-c2nc3n(c(=O)c2C#N)CCS3)cc1
→ -0.9% | -14.5
- COC(=O)C(Cc1ccccc1)NC(=O)c1ccc(NS(=O)(=O)c2ccc3[nH]c(=O)[nH]c3c2)cc1 (stereo not given)
→ ? | .
- COc1ccc(NC(=O)C2CCCN2C(=O)Nc2cccc(F)c2)cc1 (stereo not given)
→ -1.9% | 2.4
- Cn1c(=O)c2cn(-c3ccccc3)cc2n(C)c1=O
→ -9.7% | -14.3
- COc1cc(OC)c(-c2nc3ccccc3s2)cc1OC
→ 18.7% | 3.1
- O=C1c2cccc3c(N4CCCCC4)ccc(c23)C(=O)N1c1ccccn1
→ 22.0% | 12.6
- CCOCCCN(C)C1CCN(C(=O)c2oc3ccccc3c2NC(=O)COc2ccc(F)cc2)CC1
→ ? | .
- Cc1ccc(C2(c3ccccc3)NC(=O)N(CC(=O)NC3(C#N)CCCC3)C2=O)cc1C (stereo not given)
→ 15.7% | 16.5
- CC(=O)NCC(=O)OCC(=O)c1ccc(C)c(C)c1
→ i | 1.6
- O=C(Nc1ccccn1)c1ccc(Cl)c(S(=O)(=O)N2CCOCC2)c1
→ -1.8% | 13.7
- CCO/C=C1/C(=O)N(CC)c2ccccc21
→ ? | .
- O=C(NCC1CCCO1)C1CCC(=O)N1Cc1ccccc1Cl (stereo not given)
→ ? | .
- Cn1cnnc1SCC(=O)Nc1ccc2ccccc2c1
→ 3.7% | -2.1
- CCc1ccc2c(CN(C)Cc3ccccc3OC)cc(=O)oc2c1
→ 19.4% | 0.6
- CC1CN(C(=O)C(C)N2CCN(c3cccc(Cl)c3)CC2)CC(C)O1 (stereo not given)
→ i | .

(cont.)
Under each structure: S3 lipid droplet | S3 lipid droplet cell count max
- CC(C)Cc1nnc(NC(=O)CC(C)c2ccccc2)s1 (stereo not given)
→ 7.5% | -7.9
- COc1cc(CC(NC(C)=O)C(=O)NC2CCN(c3nc(C)cc(C)c3C#N)CC2)cc(OC)c1 (stereo not given)
→ 0.5% | 5.7
- COc1ccc(OC)c(S(=O)(=O)N2CCC(C(=O)Nc3ccc(C)c(C)c3)CC2)c1
→ -11.0% | -12.7
- CC(C)N(c1ccccc1)c1ccc(NC(=O)C2CCCO2)cc1 (stereo not given)
→ ? | .
- COc1ccc(-c2nc(SCC(=O)Nc3cc(C)on3)n[nH]2)cc1
→ i | 20.9
- O=C(CCl)c1ccc(Cc2ncc(C(F)(F)F)cc2Cl)s1
→ 13.8% | .
- CCOC(=O)N1CCN(C(=O)CN(C2CCCCC2)S(C)(=O)=O)CC1
→ ? | .
- C=CCn1c(SCc2nc3ccccc3[nH]2)nnc1-c1ccc(OC)cc1
→ ? | .
- CCN=C1SC(C(=O)Nc2cccc(Cl)c2)CC(=O)N1CC (stereo not given)
→ -0.7% | 3.6
- O=C(/C=C/c1ccccc1[N+](=O)[O-])N1CCN(C(=O)c2ccco2)CC1
→ ? | .
- O=C(NCc1ccco1)c1ccc(N2CCCC2=O)cc1
→ -5.2% | -12.8
- C=CCn1c(SCC(=O)/C(C#N)=C(\C)N)nc2sc(CC)cc2c1=O
→ ? | .
- O=C(Nc1ncccn1)c1ccc([N+](=O)[O-])cc1Cl
→ -36.6% | -2.3
- CCN1CCN(c2ccc(S(=O)(=O)N3CCCCC3)cc2NC(=O)C(C)Oc2ccc(F)cc2)CC1 (stereo not given)
→ ? | .
- CC(C)OCC(O)CS(=O)(=O)Cc1ccccc1 (stereo not given)
→ ? | .
- CC(=O)c1c(C)oc2ccc(O)c(CN3CCOCC3)c12
→ ? | .
- O=C(NCCCn1ccnc1)Nc1ccc2c(c1)OCO2
→ 9.3% | 8.9
- S=C(NNc1ccnc2cc(Cl)ccc12)Nc1ccccc1Cl
→ i | -7.2
- CC(=O)c1c(C)[nH]c(C(=O)CSc2nc3ccccc3n2C)c1C
→ ? | .
- O=C(c1cc2ccccc2oc1=O)N(Cc1ccccc1)CC1CCCO1 (stereo not given)
→ -3.7% | -24.0
- CCOC(=O)c1cnc2c(C)c(Cl)ccc2c1N1CCN(CC)CC1
→ i | 4.5
- Cn1cc2cc(NC(N)=S)ccc2n1
→ ? | .
- Cc1ccccc1C(=O)Nc1nnc(CC(=O)N/N=C/c2cn(Cc3ccccc3)c3ccccc23)s1
→ -12.8% | -0.6
- COc1cccc(NC(=O)CSc2nnc(-c3cccc(OC(C)C)c3)n2N)c1
→ ? | .
- Cc1ccc(CNC(=O)CN2C(=O)C3(OCCCO3)c3ccccc32)cc1
→ ? | .
- CC1c2ccsc2CCN1C(=O)NC(=O)c1ccc(Cl)cc1 (stereo not given)
→ 0.4% | 21.8
- CCC(=O)NC(c1cccs1)c1cc(Cl)c2cccnc2c1O (stereo not given)
→ 4.8% | -4.2
- Cc1cc(C)c2nc(N3CCCC(C(=O)NCCCN4CCOCC4)C3)sc2c1 (stereo not given)
→ ? | .
- CC(NC(=O)C(=O)NN=C1CCC(C(C)(C)C)CC1)c1ccccc1 (stereo not given)
→ 19.2% | 10.1
- CCCc1nc2cc3c(cc2[nH]1)n(C)c(=O)n3C
→ -3.9% | 8.1

Sorted by the number under S3 lipid droplet cell count max (highest first): 6 of the compounds above
Under each structure: S3 lipid droplet | S3 lipid droplet cell count max
- CCOC(=O)c1cnc2c(C)c(Cl)ccc2c1N1CCN(CC)CC1
→ i | 4.5
- CC(C(=O)NCc1ccc(Cl)cc1)n1cccc1C(=O)c1ccccc1 (stereo not given)
→ -2.7% | -0.2
- Cc1ccccc1C(=O)Nc1nnc(CC(=O)N/N=C/c2cn(Cc3ccccc3)c3ccccc23)s1
→ -12.8% | -0.6
- CC(C)Cc1nnc(NC(=O)CC(C)c2ccccc2)s1 (stereo not given)
→ 7.5% | -7.9
- S=C(N/N=C/c1ccccc1Cl)Nc1cccc(Cl)c1Cl
→ -11.3% | -10.7
- Cn1c(=O)c2cn(-c3ccccc3)cc2n(C)c1=O
→ -9.7% | -14.3

Carrying on.
Under each structure: S3 lipid droplet | S3 lipid droplet cell count max
- CCOC(=O)CN1C(=O)C(O)(c2c(C)[nH]c3ccccc23)c2ccccc21 (stereo not given)
→ i | 8.5
- CC(=O)[C@H]1[C@H](CCc2ccccc2)NC(=O)N(Cc2ccccc2)[C@@H]1C
→ 9.2% | 19.0
- COc1ccccc1/C=N/NC(=O)c1ccc(-c2ccccc2)cc1
→ 18.4% | -2.7
- COc1ccc(C(=O)NC(=S)N2CCNC(=O)C2CC(=O)OC(C)C)cc1 (stereo not given)
→ i | -3.7
- COc1ccc(/C(N)=C/C(=O)C(C)(C)C)cc1
→ ? | .
- CCC(C)NC(=O)CCC(=O)Nc1ccc2nc(N3CC(C)CC(C)C3)cc(C)c2c1 (stereo not given)
→ 0.4% | 10.8
- Cc1ccccc1N/C(SCc1ccc(Cl)cc1)=C(/C#N)C(=O)NCc1ccco1
→ i | -7.4
- Cc1ccc(C)c(Nc2nc(N)c3ccccc3n2)c1
→ ? | .
- CC(C)C1Cc2c(sc3c2c(=O)n(-c2ccccc2)c2n[nH]c(=S)n32)CO1 (stereo not given)
→ 14.7% | .
- O=C(CCCC(=O)N(CC(=O)NC1CCCC1)Cc1ccccc1Cl)Nc1ccccn1
→ -2.1% | -21.6
- O=c1[nH]c2cc3c(cc2cc1CN(CC1CCCO1)S(=O)(=O)c1ccc(Cl)cc1)OCCO3 (stereo not given)
→ ? | .
- Cc1ccccc1OCC(=O)NNC(=O)c1cc(S(=O)(=O)N2CCOCC2)ccc1N1CCCC1
→ ? | .
- COc1ccc(S(=O)(=O)N(CC(=O)N/N=C/c2ccc(C(=O)O)cc2)Cc2ccccc2)cc1OC
→ 21.9% | -0.4
- CSc1sc(C(=O)NCC2CC2)c(-c2cccs2)c1C#N
→ 8.7% | 15.9
- COc1cc(CNc2ccc3[nH]c(=O)[nH]c3c2)ccc1OCc1ccccc1Cl
→ ? | .
- CCOC(=O)C(NC(=O)NCc1ccccc1OC)(OCC)C(F)(F)F (stereo not given)
→ 0.5% | -1.7
- CCOC(=O)N1CCC(N2CC34C=CC(O3)C(C(=O)O)C4C2=O)CC1 (stereo not given)
→ -21.2% | 15.5
- COC(=O)c1ccc(NC(=O)C2CCCN(S(C)(=O)=O)C2)cc1 (stereo not given)
→ ? | .
- CCOC(=O)c1cnn(CCOC(=O)c2cccs2)c1NC(=O)c1cccs1
→ 2.4% | -2.6
- COc1ccc(C)cc1S(=O)(=O)n1nc(C)cc1C
→ -0.6% | 16.4
- O=C(COC(=O)c1oc2ccccc2c1CSc1ccc(Cl)cc1)NC1CCCC1
→ ? | .
- COC(=O)c1ccc(NCC(=O)Nc2cc(C)cc(C)c2)cc1
→ 10.8% | -3.1
- CNS(=O)(=O)c1cccc(C(=O)NNC(=O)CN(C)S(=O)(=O)c2ccc(Cl)cc2)c1
→ ? | .
- CCn1nnnc1SCC(=O)Nc1sc(C)c(C)c1C#N
→ ? | .
- Cc1ccc(NC(=O)CCc2nc(-c3cccs3)no2)c(Br)c1
→ ? | .
- C=CCSc1ncccc1C(=O)O
→ -14.4% | 6.0
